Tau FP inhib: tau fibrillization inhibition (FP); K18 P301L tau heparin fibrillization, Alexa594 FP, 6 h; Potency, µM (titrated, usually from 57.7 µM), inactives show at the highest dose activity, negative = inhibition, hits mostly inhibitors; hit rate 0.39% among 280,000; note: % is set by controls: 0 for no effect and ±100 for the full control effect; nearly all actives have a fitted effect of over 55% in size
Target sequence (P10636 561-689 P618L limits assumed): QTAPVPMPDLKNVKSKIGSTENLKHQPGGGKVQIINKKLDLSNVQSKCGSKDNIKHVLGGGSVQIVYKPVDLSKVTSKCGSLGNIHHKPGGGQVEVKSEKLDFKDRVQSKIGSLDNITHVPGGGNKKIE
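Quantitative HTS format: compounds meet 15 uM recombinant K18 P301L tau and Alexa 594-tau tracer in 100 mM sodium acetate pH 7; 20 uM heparin triggers fibrillization at 37 C over 6 hr; FP gives the signal.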
HTT ATP protect: protects HTT-Q103 PC12 cells, measured by ATP. PC12 HTT-Q103 induced, cytoprotection, ATP luminescence, 40 h. Potency, µM (titrated, usually from 56.4 µM), without a hit: cytoprotection (ATP increase), actives largely listed as activators. hit rate 0.14% among 230,000. AID 1471;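 note: % of control where 0% means no effect; nearly all actives have a fitted effect of over 45% in size; toxic huntingtin expression switched on by the ecdysone agonist tebufenozide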
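Cells were plated at 1500 per well in phenol red-free DMEM with 5% equine and 5% calf serum. Tebufenozide (100 nM final) and compounds were added, then ATPlite reagent, and luminescence was read.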
GAA glycogen: GAA glycogen-cleavage inhibition or activation; recombinant GAA, glycogen substrate, Amplex Red glucose oxidase fluorescence; Potency, µM (highest dose often 76.4 µM), inactives show top-dose activity change, negative = inhibition, usual class: inhibitors; hit rate 0.38% among 300,000;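 note: 0% = full enzyme reaction and -100% = no-enzyme basal signal; the screen sought inhibitors and activators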
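Recombinant human alpha-glucosidase (4 nM final) hydrolysed bovine liver glycogen (30 ug) for 40 min at 37 C in pH 5.0 citrate/phosphate with 0.01% Tween-20. Released glucose detected by glucose oxidase/Amplex Red, Ex 573/Em 610 nm. Compounds up to 77 uM; AC50 from Hill fits.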
GAA spleen mod: inhibitors or activators of human alpha-glucosidase in spleen homogenate. AID 2112. Potency, µM (doses to about 79.9 µM), without a hit: at the highest dose activity change, negative = inhibition, actives largely listed as inhibitors. hit rate 0.006% among 240,000. human spleen homogenate, 4-MU-alpha-glucoside fluorescence;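 note: 0% = enzyme with vehicle and -100% = no enzyme basal signal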
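Human spleen homogenate (1 ug) incubated with compounds and 1 mM 4-methylumbelliferyl-alpha-D-glucopyranoside in pH 5.0 citrate/phosphate buffer, 37 C, 40 min. Stopped at pH 10; 4-MU fluorescence (Ex 365/Em 440 nm); AC50 by Hill fit.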
Tau fluor counter: counter-screen for tau fibril formation inhibitors; tau K18 P301L Alexa594 fluorescence, heparin fibrillization; Potency, µM (series often up to 57.7 µM), for inactives: at the highest dose activity change, negative = decrease; hit rate 0.93% among 280,000; note: % is set by controls: 0 for no effect and ±100 for the full control effect; nearly all actives have a fitted effect of over 55% in size
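Human K18 P301L tau (15 uM unlabeled plus 0.24 uM Alexa 594-labeled, final) in 100 mM sodium acetate pH 7 was mixed with compound and 20 uM heparin and incubated 6 hr at 37 C.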
Tau fibril ThT: inhibitors of human tau fibril formation, thioflavin T binding; P10636; recombinant tau K18 P301L (four-repeat tau fragment), heparin-induced fibrillization, ThT fluorescence; Potency, µM (titrated, usually from 57.4 µM), without a hit: at the highest dose activity, negative = inhibition, actives largely listed as inhibitors; hit rate 2.1% among 270,000; note: % is set by controls: 0 for no effect and ±100 for the full control effect; nearly all actives have a fitted effect of over 55% in size
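In this qHTS, human K18 P301L tau is incubated with compound and heparin for 6 hr at 37 C, and Thioflavin T fluorescence then reports fibril load.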
GAA inh: alpha-glucosidase (human) inhibition. purified human GAA, 4-MU-alpha-glucoside fluorescence. Potency, µM (top dose mostly 76.9 µM), inactives show at the top dose activity change, negative = inhibition, usual class: inhibitors. hit rate 0.005% among 200,000. AID 1466. P10253;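 note: plate controls were uninhibited enzyme wells for no effect and no-enzyme background for full effect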
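Human enzyme at 4 nM with 400 uM 4-methylumbelliferyl-alpha-D-pyranoside, citrate/phosphate buffer pH 5.0, 0.005% Tween-20, 20 min at room temperature. Compounds up to 77 uM. 4-MU fluorescence (Ex 365/Em 440) read after NaOH/glycine stop; AC50 from Hill fit.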
aGal spleen mod: inhibits or activates alpha-galactosidase in human spleen homogenate | Potency, µM (titrated, usually from 80 µM), for the others: top-dose activity change, negative = inhibition, actives largely listed as inhibitors | human spleen homogenate, 4MU-alpha-Gal fluorescence, 40 min | AID 2107 | hit rate 0.008% among 240,000;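 note: 0% = enzyme with vehicle and -100% = no enzyme basal signal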
Target sequence (P06280 32-429 limits assumed): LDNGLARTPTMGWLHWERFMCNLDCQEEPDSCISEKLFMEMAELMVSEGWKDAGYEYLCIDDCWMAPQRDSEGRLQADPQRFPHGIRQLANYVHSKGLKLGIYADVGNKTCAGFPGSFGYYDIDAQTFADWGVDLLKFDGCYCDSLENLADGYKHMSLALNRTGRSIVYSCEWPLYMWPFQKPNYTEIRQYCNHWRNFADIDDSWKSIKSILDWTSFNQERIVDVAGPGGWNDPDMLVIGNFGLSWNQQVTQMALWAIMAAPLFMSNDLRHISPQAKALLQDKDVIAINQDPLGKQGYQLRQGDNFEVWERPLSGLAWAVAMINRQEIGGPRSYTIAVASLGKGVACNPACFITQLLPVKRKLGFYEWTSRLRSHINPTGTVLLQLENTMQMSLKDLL
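Spleen homogenate 1 ug + cpd (titration) + 4-MU-alpha-D-galactopyranoside 1 mM; 37C 40 min; 50 mM citrate/phosphate pH 5.0, 0.01% Tween-20; stop pH 10; fluorescence 365/440; AC50 via Hill.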
* = called active by the depositor; ? = inconclusive; / = not tested or not shown; & = joins results of further samples; [ ] = remark or other dose. Calls come from the whole dose curve; as a rule, active = well fitted curve in the direction sought with a large enough effect; inconclusive = small, poorly fitted or top-dose-only effect, or another doubt; inactive = no such curve, though single readings can be large; an effect the other way counts as inactive or inconclusive. Potency is the fitted concentration of half-maximal effect.

1. CNCCOc1nc(N2CCOCC2)nc(C)c1[N+](=O)[O-]
2. Cc1ccc(NC(=O)c2cc(S(=O)(=O)N3CCCCC3)c[nH]2)cc1F
3. CC(C)n1c(SCC(=O)N2CCCC2)nc2c1c(=O)n(C)c(=O)n2C
4. CSC1=NC2(CCCCC2)C2=C(CCCC2)N1
5. CN(Cc1cccs1)C(=O)COC(=O)CNC(N)=O
6. Cc1ccc2cc(C(c3nnnn3C3CCCC3)N(Cc3ccccc3)Cc3ccco3)c(=O)[nH]c2c1 (stereo not drawn)
7. O=C1N/C(=N/NC(=O)c2cccc3ccccc23)S/C1=C\c1ccccc1OCc1ccccc1
8. CCCC(=O)Nc1ccc2c(c1)COC2=O

screen / no.	1	2	3	4	5	6	7	8
Tau FP inhib	3%	-17%	1%	-5%	-10%	-11%	1%	-8%
HTT ATP protect	-10%[10 µM]	/	-23%[10 µM]	-13%	2%	-16%[10 µM]	-55%[inhibitor]	35%[10 µM]
GAA glycogen	7%	16%&-4%[76.3 µM]	6%	8%	7%	-5%	2%	13%
GAA spleen mod	-9%	/	5%	-11%	11%	2%	-9%	-11%
Tau fluor counter	4%	-8%	0%	-7%	-3%	-2%	-29%	-7%
Tau fibril ThT	-4%	3%	-2%	-4%	-5%	-18%	?	?
GAA inh	-10%	/	0%	-8%	-8%	-16%	-1%	8%
aGal spleen mod	-17%	/	11%	-10%	7%	-3%	-11%	-2%

9. Nc1nnc2c(n1)[nH]c1ccccc12
10. CCOC(=O)C1=C(CC)Nc2ccccc2N/C1=N\S(=O)(=O)c1ccc(C(=O)OCC)cc1
11. CCc1ccc(C(c2ccccc2)c2c(C)[nH]c3ccccc23)s1 (stereo not drawn)
12. CC(C)CC(=O)Nc1cc([N+](=O)[O-])ccc1Cl
13. CCC(CC)NC(=O)COC(=O)c1cc(SC)ccc1Cl
14. CN(c1cccc(NC(=O)CN(c2ccc(F)cc2)S(C)(=O)=O)c1)S(C)(=O)=O
15. O=C(O)C1CC=CCC1C(=O)NCc1cn2ccccc2n1 (stereo not drawn)
16. N=C1C(c2nc3ccccc3[nH]2)=C(O)CN1c1ccc(CC(=O)O)cc1

screen / no.	9	10	11	12	13	14	15	16
Tau FP inhib	0%	-3%	-1%	-16%	5%	-2%	-2%	7%
HTT ATP protect	/	-8%	/	0%	-7%	-21%	1%[10 µM]	2%
GAA glycogen	12%[76.3 µM]	-9%	-4%[76.3 µM]	3%	4%	0%	-1%	-6%
GAA spleen mod	/	-3%	/	-7%	0%	-5%	1%	-3%
Tau fluor counter	-12%	-14%	-25%	-5%	-5%	-5%	-10%	-12%
Tau fibril ThT	?	-18%	?	4%	-4%	-6%	-16%	?
GAA inh	/	0%	/	-1%	-2%	?	2%	1%
aGal spleen mod	/	-6%	/	-1%	3%	-6%	6%	0%

17. COc1cccc(-n2nc(C(C)=O)c(C#N)c2-c2ccco2)c1
18. Cn1c(=O)oc2cc(S(=O)(=O)N3CCC(C(=O)NCc4ccccc4Cl)CC3)ccc21
19. CCCCN(C)C(=O)Cc1c(OC)ccc2cc(Br)ccc12
20. O=C(NCc1ccccc1Cl)c1cc2c(s1)-c1ccccc1SC2
21. S=c1[nH]nc(-c2cccnc2)n1/N=C/c1cccs1
22. O=C(CNc1cccc2ccccc12)N/N=C/c1ccc(C(=O)O)cc1
23. Cc1nn(-c2ccccc2)c2sc(C(=O)n3cccn3)cc12
24. O=C1CN=C(Nc2ccccc2Cl)N1Cc1ccc2c(c1)OCO2

screen / no.	17	18	19	20	21	22	23	24
Tau FP inhib	9%	?	8%	?	-6%	10%	0%	4%
HTT ATP protect	/	/	/	/	-32%	-1%[10 µM]	-13%	-19%[1.9 µM]
GAA glycogen	-12%	-8%[76.3 µM]	11%	13%[76.3 µM]	?	15%	-6%	0%
GAA spleen mod	0%	/	5%	/	4%	2%	7%	-6%
Tau fluor counter	4%	-2%	-4%	?	-6%	-18%	-6%	-12%
Tau fibril ThT	11%	1%	?	2%	-17%	?	-13%	-8%
GAA inh	-2%	/	-8%	/	0%	1%	-7%	-2%
aGal spleen mod	3%	/	-1%	/	10%	-4%	3%	-3%

25. Cc1c(NC(=S)NC(=O)c2ccco2)c(=O)n(-c2ccccc2)n1C
26. O=C1C2C3C=CC([C@@H]2C(=O)N1c1nccs1)C31CC1 (stereo partly drawn)
27. CC(C)(C)c1ccc(-c2n[nH]c(=S)n2CC2CCCO2)cc1 (stereo not drawn)
28. COc1cccc(CNC(=O)CSc2ccc(-c3ccco3)nn2)c1
29. CC(/C=C/c1ccco1)=N\NC(=O)CNc1cccc(C)c1
30. COC(=O)COc1ccc2occ(C(C)=O)c2c1
31. COc1ccc(NS(=O)(=O)c2ccc3c(c2)CCO3)cc1
32. CC(C)[C@@H]1CC[C@@H](C)c2c(-c3ccccc3)n[nH]c21

screen / no.	25	26	27	28	29	30	31	32
Tau FP inhib	0%	3%	4%	-6%	9%	10%	-3%	-6%
HTT ATP protect	2%[10 µM]	-6%[0.074 µM]	-84%[inhibitor]	4%	-23%	10%	13%[10 µM]	0%
GAA glycogen	-11%	-8%	6%	-1%	-23%	-1%	0%	1%
GAA spleen mod	-5%	-4%	3%	-1%	/	0%	1%	5%
Tau fluor counter	8%	7%	-4%	-16%	0%	13%	-19%	-8%
Tau fibril ThT	1%	9%	-5%	-24%	?	5%	-9%	-9%
GAA inh	-5%	?	1%	-4%	3%	3%	/	0%
aGal spleen mod	-1%	-10%	-4%	-3%	0%	-1%	7%	8%

33. CN1C(C(=O)NCc2ccccc2)CC2Cn3c(nc4cc(Cl)c(Cl)cc43)C21 (stereo not drawn)
34. COc1cccc(NC(=O)Cn2c(=O)n(CCCC(=O)NCc3ccco3)c(=O)c3ccccc32)c1
35. COc1ccc(/C=C(\NC(=O)c2ccccc2Cl)C(=O)NCCCC(=O)O)cc1
36. CCCCn1cnc2c(=S)nc(N)[nH]c21
37. Cc1ccc(CCNS(=O)(=O)c2c(C)nc3sc(C)c(C)n3c2=O)cc1
38. O=[N+]([O-])c1ccc(C2CC(c3ccccc3)=Nc3ccccc3S2)cc1 (stereo not drawn)
39. O=C(Nc1ccccc1)c1sc(Cl)nc1-c1ccccc1
40. COc1cc2[nH]c(=S)n(Cc3ccc(F)cc3)c(=O)c2cc1OC

screen / no.	33	34	35	36	37	38	39	40
Tau FP inhib	-6%	-4%	8%	-8%	-6%	-9%	-5%	0%
HTT ATP protect	12%[10 µM]	-4%	0%	7%[10 µM]	/	35%[10 µM]	12%[0.074 µM]	/
GAA glycogen	3%	5%	-9%	1%	-3%[76.3 µM]	1%	-2%	5%
GAA spleen mod	6%	-13%	0%	2%	/	0%	-4%	-2%
Tau fluor counter	-2%	-18%	11%	-9%	-11%	?	-6%	-4%
Tau fibril ThT	-2%	1%	4%	-8%	-6%	?	0%	3%
GAA inh	/	?	-3%	?	/	/	3%	1%
aGal spleen mod	3%	-8%	8%	1%	/	-9%	-4%	-1%

41. COc1ccccc1OCc1ccc(C(=O)N2N=C(C(F)F)CC2(O)C(F)F)o1 (stereo not drawn)
42. CC(=O)c1ccc(NC(=O)C2CC(=O)N(C(C)C)C2)cc1 (stereo not drawn)
43. COc1ccc(N2CCN(C(=O)CCNS(=O)(=O)c3ccccc3)CC2)cc1
44. O=C(c1c[nH]c2ccc(S(=O)(=O)N3CCC4(CC3)OCCO4)cc2c1=O)N1CCOCC1
45. CC(C)C(=O)Nc1ccccc1N1CCN(C(=O)c2ccccc2)CC1
46. CCN(CC)c1ccc(CNc2nc3ccccc3n2CCN2CCCCC2)cc1
47. O=C(/C=C\c1ccc2c(c1)OCO2)c1ccc(F)cc1
48. N[C@@H](Cc1ccccc1)C(=O)O

screen / no.	41	42	43	44	45	46	47	48
Tau FP inhib	-3%	7%	-3%	-2%	3%	13%	6%[11.6 µM]	2%
HTT ATP protect	6%	19%[10 µM]	-20%	1%	-8%	-109%[inhibitor]	?	-3%[10 µM]
GAA glycogen	-5%	-13%	-11%	-2%	7%	?	/	/
GAA spleen mod	3%	-19%	9%	0%	-1%	-22%	-1%[17.4 µM]	-10%
Tau fluor counter	-14%	2%	-17%	3%	5%	-16%	?	-8%
Tau fibril ThT	-7%	0%	-16%	6%	1%	-13%	?	0%
GAA inh	-5%	6%	9%	8%	0%	-11%	/	/
aGal spleen mod	4%	1%	9%	22%	0%	-23%	4%[17.5 µM]	3%

49. COCCCNC(=O)c1cc(=O)n(Cc2ccc(Cl)cc2)c2ccccc12
50. CN(CCO)c1nc(N)c2c(N)nc3c(c2c1C#N)CC(=O)N3Cc1cccs1
51. O=S(=O)(NCCN1CCOCC1)c1ccc2c(c1)OCCO2
52. NC(=O)N/N=C/c1cn(CC(=O)Nc2ccc(F)cc2)c2ccccc12

screen / no.	49	50	51	52
Tau FP inhib	1%	2%	1%	11%
HTT ATP protect	-9%	?	-30%	8%[10 µM]
GAA glycogen	-2%	-14%	-8%	3%
GAA spleen mod	/	/	-6%	11%
Tau fluor counter	-5%	-27%	0%	-30%
Tau fibril ThT	-3%	?	0%	/
GAA inh	-2%	-4%	-13%	/
aGal spleen mod	-5%	-5%	-13%	10%

Reformatted: results already given
| nr | SMILES | Tau FP inhib | HTT ATP protect | GAA glycogen | GAA spleen mod | Tau fluor counter | Tau fibril ThT | GAA inh | aGal spleen mod |
| --- | --- | --- | --- | --- | --- | --- | --- | --- | --- |
| 50 | CN(CCO)c1nc(N)c2c(N)nc3c(c2c1C#N)CC(=O)N3Cc1cccs1 | 2% | ? | -14% | / | -27% | ? | -4% | -5% |
| 49 | COCCCNC(=O)c1cc(=O)n(Cc2ccc(Cl)cc2)c2ccccc12 | 1% | -9% | -2% | / | -5% | -3% | -2% | -5% |
| 52 | NC(=O)N/N=C/c1cn(CC(=O)Nc2ccc(F)cc2)c2ccccc12 | 11% | 8%[10 µM] | 3% | 11% | -30% | / | / | 10% |
| 51 | O=S(=O)(NCCN1CCOCC1)c1ccc2c(c1)OCCO2 | 1% | -30% | -8% | -6% | 0% | 0% | -13% | -13% |

Compound activity from PubChem BioAssay.
